# Screening results from PubChem.
# Vif-A3G inh = inhibitors of Vif-APOBEC3G interaction. Q9HC16. HeLa A3G-eYFP + Vif (tagged APOBEC3G with the HIV-1 protein that degrades it), YFP fluorescence, overnight. Potency, µM (series often up to 46.1 µM), without a hit: top-dose activity, negative = active, hits mostly inhibitors. hit rate 0.076% among 410,000. AID 602310;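 note: potency is the fitted concentration of half-maximal effect; % is set by controls: 0 for no effect and ±100 for the full control effect; nearly all actives have a fitted effect of over 60% in size; hits raise eYFP signal because A3G escapes Vif-driven loss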
# Target sequence (Q9HC16 whole entry, looked up): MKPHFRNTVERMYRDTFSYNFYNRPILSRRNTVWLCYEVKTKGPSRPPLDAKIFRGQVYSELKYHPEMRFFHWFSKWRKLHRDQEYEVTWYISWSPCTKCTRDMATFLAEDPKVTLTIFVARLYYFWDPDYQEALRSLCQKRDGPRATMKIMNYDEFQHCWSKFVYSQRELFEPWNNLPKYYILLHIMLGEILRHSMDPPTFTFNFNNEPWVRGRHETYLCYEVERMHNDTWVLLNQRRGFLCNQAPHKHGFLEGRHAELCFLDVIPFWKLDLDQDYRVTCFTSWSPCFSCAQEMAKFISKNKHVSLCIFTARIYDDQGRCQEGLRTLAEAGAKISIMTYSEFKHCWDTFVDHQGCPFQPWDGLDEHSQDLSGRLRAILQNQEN
#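 HeLa cells stably expressing Vif and C-terminally eYFP-tagged A3G, seeded overnight at 37 deg C, then exposed to compound by pintool overnight at 37 deg C. Rise in yellow fluorescence (Ex 488/Em 500-530, Acumen) marks blocked Vif-driven A3G degradation.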
# D1 agonist = agonists of human D1 dopamine receptor; P21728; HEK293 T-REx D1 cells, calcium flux, agonist mode; activation, % at 2 µM; hit rate 1% among 360,000; in the data active = activation above about 30%; note: 0% is about no effect
# Target sequence (P21728 whole entry, looked up): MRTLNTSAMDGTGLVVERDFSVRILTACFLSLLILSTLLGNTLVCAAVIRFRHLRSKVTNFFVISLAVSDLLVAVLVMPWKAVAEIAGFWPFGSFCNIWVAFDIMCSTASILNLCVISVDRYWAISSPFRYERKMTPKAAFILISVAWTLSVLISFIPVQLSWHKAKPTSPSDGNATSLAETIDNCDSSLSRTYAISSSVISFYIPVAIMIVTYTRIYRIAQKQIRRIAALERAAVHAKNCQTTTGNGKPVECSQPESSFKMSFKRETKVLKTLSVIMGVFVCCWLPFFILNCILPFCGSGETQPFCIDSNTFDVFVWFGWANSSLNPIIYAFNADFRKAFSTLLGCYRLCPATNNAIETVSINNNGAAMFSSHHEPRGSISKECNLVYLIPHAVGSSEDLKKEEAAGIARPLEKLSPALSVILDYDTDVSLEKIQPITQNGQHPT
#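 Tetracycline-induced HEK293 TREx D1 cells, force-coupled to calcium signalling, were dye-loaded with a no-wash calcium kit. Compound was pin-added after a 10 s baseline. Fluorescence was read kinetically at 1 cycle/s for 180 s, with calcium rises flagged as agonism.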
# GRP78 ERSR act = inducers of ER stress response in human glioma cells; U87-MG GRP78 promoter luciferase reporter, 16 h; Potency, µM, without a hit: at the highest dose activation, actives largely listed as activators; hit rate 0.02% among 420,000; note: potency is the fitted concentration of half-maximal effect; series mostly up to about 76 µM; % of control where 0% means no effect; nearly all actives have a fitted effect of over 35% in size
#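 ERSR induction read as luciferase luminescence (Bright-Glo, 10 min at room temperature) in stably transfected human U87-MG glioma cells exposed to compounds for 16 h, using GRP78 as sensor.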
# RXFP1 antag = RXFP1 (human) relaxin receptor antagonism; HEK293-RXFP1, relaxin-stimulated cAMP HTRF, 30 min; stronger effect = lower value; AID 1259400; activity change, negative = inhibition, % at 57.5 µM; hit rate 0.59% among 350,000;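 active = activity change of -60% or lower, but not beyond a set lower limit; inconclusive = change between -60% and -40%, or beyond the set limit; inactive = change above -40%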; note: % is set by controls: 0 for no effect and ±100 for the full control effect
# D1 potentiator = potentiators of human D1 dopamine receptor. hit rate 0.036% among 360,000. HEK293 TREx D1 cells, calcium flux, dopamine EC20 potentiation. P21728. AID 504651. potentiation, % at 10 µM; in the data active = potentiation above about 30%; note: 0% is about no effect
# Vif-A3F inh = Vif-A3F binding inhibition. HeLa A3F-eYFP + Vif (tagged APOBEC3F with the HIV-1 protein that degrades it), YFP fluorescence increase. Potency, µM (doses to about 46.1 µM), without a hit: at the top dose activity, negative = active. hit rate 0.2% among 390,000. AID 602313; note: potency is the fitted concentration of half-maximal effect; % of control where 0% means no effect; nearly all actives have a fitted effect of over 65% in size
#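 HeLa cells stably expressing A3F-eYFP plus Vif, plated and incubated overnight at 37 deg C, then exposed to compounds overnight at 37 deg C. Blocked degradation read as raised yellow fluorescence (Ex 488/Em 500-530).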
# D1 antag = blocks dopamine activation of the human D1 receptor | P21728 | HEK293 TREx D1 cells, calcium flux, dopamine EC80; stronger effect = lower value | activity change, negative = inhibition, % at 10 µM | hit rate 3.2% among 360,000; in the data active = activity change below about -30%; note: % is set by controls: 0 for no effect and ±100 for the full control effect
#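 Tetracycline-induced HEK293 Trex D1 cells, force-coupled to calcium, dye-loaded; compounds added and read 180 s, then EC80 dopamine added and calcium flux tracked kinetically another 180 s.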
# RXFP1 agonist = agonists of human relaxin receptor RXFP1; Q9HBX9; HEK293T-RXFP1 cAMP TR-FRET, 30 min; response scale: percent of porcine relaxin response, buffer zero; Potency, µM (top dose mostly 57.5 µM), for the others: at the highest dose activation, actives largely listed as activators; hit rate 0.3% among 370,000; note: potency is the fitted concentration of half-maximal effect; % is set by controls: 0 for no effect and ±100 for the full control effect; nearly all actives have a fitted effect of over 60% in size; many of its hits are not listed in these tables
#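 Agonist response is measured as cAMP accumulation in an RXFP1-transfected HEK293T line under PDE4 inhibition. Values are scaled between buffer-only and 29 nM porcine relaxin, and EC50s come from standard Hill equation fits.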
# D2 PAM = positively modulates the human D2 dopamine receptor allosterically | HEK293 T-REx D2, calcium flux, EC20 dopamine potentiation | potentiation, % at 10 µM | hit rate 0.34% among 340,000 | AID 485347;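 active = potentiation over 3 SD above the plate norm, cut at about 30% in these data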; note: 0% is about no effect
#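 Potentiation of an EC20 dopamine calcium response is measured in a force-coupled, tetracycline-inducible Hek293 Trex D2 line. Compound-only kinetic reads over 180 s flag agonists before dopamine addition.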
# * hit, by the source's call; ? = inconclusive; · = no result given. Unless noted, calls come from the whole dose curve; as a rule, active = well fitted curve in the direction sought with a large enough effect; inconclusive = small, poorly fitted or top-dose-only effect, or another doubt; inactive = no such curve, though single readings can be large; an effect the other way counts as inactive or inconclusive. A portion of the library; count on the stated rates, not on these rows.
SMILES	Vif-A3G inh	D1 potentiator	RXFP1 antag	D1 agonist	RXFP1 agonist	D2 PAM	D1 antag	Vif-A3F inh	GRP78 ERSR act
Cc1ccc2nc(SCC(=O)N/N=C/c3ccco3)cc(C)c2c1	-5%	-2	-17	1	2.1%	·	8	3%	-6%
C=CCNc1nc(NC(C)(C)CO)nc(OCC)n1	3%	2	13	4	1.9%	-7	8	-1%	-1%
COc1cc(CC(=O)OCC(=O)NCc2cccs2)cc(OC)c1OC	0%	·	-9	·	·	·	·	1%	-1%
Cc1ccc(CN2CCN(Cc3cn(C)nc3C)CC2CCO)o1 (centres undefined)	2%	1	2	3	1.3%	-13	-1	0%	-2%
N#CC(C(=O)CCN1C(=O)C2CC=CCC2C1=O)c1nc2ccccc2[nH]1 (centres undefined)	-2%	4	-5	3	0.4%	15	-5	0%	-1%
Cc1cc(C(=O)Nc2cccc(S(=O)(=O)N3CCOCC3)c2)c2ccccc2n1	-6%	·	1	·	·	·	·	0%	-3%
COc1cccc(C(=O)N(Cc2nc(-c3ccc(C)cc3)no2)C(C)C)c1	1%	-3	6	7	-0.5%	11	-6	-8%	-4%
COC(=O)c1ccc(S(=O)(=O)N2CCC(c3nc4ccccc4o3)CC2)cc1	1%	-5	-19	0	1.9%	2	-16	-5%	-3%
O=C(CN1CCCC(O)C1)N1c2ccccc2Sc2ccc(C(F)(F)F)cc21 (centres undefined)	-6%	2	-35	8	2.6%	-4	5	-17%	-6%
CCOC(=O)N1CCN(C(=O)CN(C)S(=O)(=O)c2ccc3c(c2)c(=O)n(C)c(=O)n3C)CC1	-5%	-5	2	-2	11%	2	15	1%	-1%
COc1ccc(-c2nnn(CC(=O)NCCc3ccc(OC)c(OC)c3)n2)cc1	3%	-3	-3	0	-1.9%	0	1	-10%	-2%
CN1CCN(C(=S)c2ccc(-c3cc(Cl)ccc3Cl)o2)CC1	-5%	-9	-10	-1	0.1%	-16	-20	2%	3%
Cc1cccc2nc(CSc3nc4cc([N+](=O)[O-])ccc4s3)cn12	-4%	-12	-7	2	3.1%	12	1	5%	-6%
Cc1nc(CCNC(=O)C2CCC(=O)N(Cc3ccc(Cl)cc3)C2)sc1C (centres undefined)	7%	3	-12	0	1.3%	-6	0	2%	-6%
O=C(Nc1ccccc1)N1CCN(Cc2ccc(Cl)cc2)CC1	-4%	2	1	8	0.8%	7	7	-12%	5%
CC(=NNC(=O)CCC(=O)Nc1ccccc1Cl)c1ccco1	-1%	·	-11	·	·	·	·	0%	-1%
C[C@@H](C(=O)NCc1ccccc1)[C@@H]1C[C@@]1(C)[C@@H](NC(=O)OCc1ccccc1)c1ccccc1	-1%	2	·	13	0.7%	3	0	-7%	-1%
CC1CCC2C(C1)c1sc(=O)[nH]c1SC2(C)C (centres undefined)	-11%	6	-14	3	0.7%	1	8	-11%	-3%
COc1ccc(C(=O)OCC(=O)Nc2ccc3[nH]c(=O)[nH]c3c2)c(OC)c1OC	-6%	-14	-14	0	1.6%	15	-37*	4%	-4%
CC(=O)c1ccc(COC(=O)Cc2ccc([N+](=O)[O-])cc2)cc1	1%	0	-5	5	0.0%	3	0	-1%	1%
CCOc1ccc2cc(C(=O)NCc3ccccc3)c(=N)oc2c1	4%	1	-3	1	6.1%	9	-11	2%	6%
Cn1c(=O)c2c(nc(N/N=C/c3ccco3)n2C)n(C)c1=O	2%	-1	-9	3	0.4%	-1	-3	-2%	-2%
COc1ccc(C(=O)CCC(=O)NCCc2ccccc2F)cc1	1%	-4	3	1	0.0%	1	-8	18%	0%
NC(=O)CCn1c(C(=O)c2cc(Cl)c(N)c(Cl)c2)c2ccccc2[n+]1[O-]	3%	-5	·	3	-1.4%	10	7	?	5%
COc1ccc(N2CCN(C(=O)CSc3nnc4nc(C)cc(C)n34)CC2)cc1	1%	·	20	·	·	·	·	0%	-3%
C=C(c1cn(C(C)=O)c2ccccc12)c1cn(C(C)=O)c2ccccc12	1%	·	-12	·	·	·	·	-16%	2%
O=C(O)c1cc2ccccc2cc1Nc1ccccc1	-7%	-1	-5	0	0.5%	-2	14	3%	-1%
COc1ccc(OC(=O)NCCc2ccccc2)cc1	-2%	3	8	0	-0.4%	-8	-6	7%	7%
OCC1(Cc2ccc(F)cc2)CCCN(Cc2ccc(F)cc2Cl)C1 (centres undefined)	-1%	-4	-2	7	-0.4%	-5	9	-6%	-5%
CCCCc1nc(SCC(=O)N2CCOCC2)c2c(=O)n(C)c(=O)n(C)c2n1	-5%	-1	5	0	30%	23	-3	4%	2%

# Arranged by length of the SMILES (smallest number first): 3 of the compounds above.
SMILES	Vif-A3G inh	D1 potentiator	RXFP1 antag	D1 agonist	RXFP1 agonist	D2 PAM	D1 antag	Vif-A3F inh	GRP78 ERSR act
O=C(Nc1ccccc1)N1CCN(Cc2ccc(Cl)cc2)CC1	-4%	2	1	8	0.8%	7	7	-12%	5%
CCOc1ccc2cc(C(=O)NCc3ccccc3)c(=N)oc2c1	4%	1	-3	1	6.1%	9	-11	2%	6%
O=C(CN1CCCC(O)C1)N1c2ccccc2Sc2ccc(C(F)(F)F)cc21 (centres undefined)	-6%	2	-35	8	2.6%	-4	5	-17%	-6%

# Continuation:
SMILES	Vif-A3G inh	D1 potentiator	RXFP1 antag	D1 agonist	RXFP1 agonist	D2 PAM	D1 antag	Vif-A3F inh	GRP78 ERSR act
COC(=O)C1(C(F)(F)F)C2C=CC(C2)N1S(=O)(=O)c1ccc(C)cc1 (centres undefined)	-1%	-5	-2	1	2.5%	-6	-3	-2%	-2%
Cc1[nH]c2ccccc2c1C1(O)C(=O)N(C(C)C)c2ccccc21 (centres undefined)	-1%	-1	-11	-1	-0.5%	-1	-8	-3%	0%
CCOc1ccccc1C(=O)N1CCN(c2cccc(Cl)c2)CC1	-23%	2	0	-2	3.3%	4	-5	-7%	-2%
CNC(=O)C1CCN(Cc2cc3ccccc3n2Cc2cccc(C)c2)CC1	-1%	-2	-23	4	2.3%	·	21	-6%	-3%
CCOC(=O)c1cnc2ccc(C)cc2c1OCc1cc(F)cc(F)c1	-7%	3	1	6	0.3%	3	-1	1%	-9%
C[C@@H](O)CC#Cc1ccc2oc(=O)c(-n3cc(-c4ccsc4)nn3)cc2c1	5%	-2	·	1	-0.4%	18	·	-1%	-1%
CCOc1cc(NC(=S)NCc2ccco2)c(OCC)cc1NC(=O)CC	-1%	-3	-15	5	-0.3%	-4	-1	1%	-5%
COCCNC(=O)C(c1ccc(C)o1)N(C(=O)c1snc(C(N)=O)c1N)c1ccc(C)cc1 (centres undefined)	-8%	-3	-12	3	0.5%	7	2	-9%	-3%
Cc1ccn2c(=O)nc(SCC(=O)NC3CCCC3)nc2c1	-1%	2	1	1	4.4%	-1	3	9%	-5%
COc1ccc(-c2nonc2NC(=O)c2oc3ccccc3c2C)cc1OC	5%	-1	-1	2	-1.3%	4	-22	-16%	-1%
O=C(NCCN1CCOCC1)c1cc(-c2ccccc2)on1	2%	-1	-1	1	0.9%	-8	1	-10%	?
Cc1cc(C)c(NC(=O)Cn2nnc(C(=O)NCc3ccco3)c2N)c(C)c1	2%	0	2	0	-0.9%	0	-9	-16%	-2%
CNS(=O)(=O)c1cn(CC(=O)NCc2ccc(F)cc2)cc1S(=O)(=O)NC	0%	1	10	1	0.0%	4	3	-4%	0%
COc1cc(=O)[nH]c(SC(C)C(=O)Nc2nc3c(s2)CCCC3)n1 (centres undefined)	2%	-2	12	2	-0.3%	-3	-3	3%	0%
COc1ccc(S(=O)(=O)n2nc(C)c(S(=O)(=O)N3CCCCCC3)c2C)cc1	0%	6	·	6	4.5%	11	6	-4%	-1%
O=C(c1cccs1)n1nc(-c2ccccc2)nc1NCc1ccc(F)cc1	7%	5	7	8	2.1%	2	9	-4%	0%
COn1c(=O)c(=O)n(O)c2ccccc21	1%	-1	-8	2	-0.8%	-4	-1	7%	-4%
Cc1cc2ncn(S(=O)(=O)c3ccc(S(N)(=O)=O)cc3)c2cc1C	3%	·	5	·	·	·	·	8%	-2%
CCOc1ccc(OCCNC2CCCC2)cc1	-2%	-11	-12	4	0.4%	-3	1	14%	-1%
COc1ccccc1N1CCN(C(=O)COc2ccc(S(=O)(=O)NC(C)C)cc2)CC1	6%	-2	-1	0	0.5%	12	4	-4%	-1%
Cn1c(=O)c2c(nc(SCc3ccc(F)cc3)n2C)n(C)c1=O	3%	-3	11	3	11%	-2	16	4%	-2%
COCCSc1ccccc1C(=O)Nc1cc(C)on1	1%	0	19	0	-0.5%	12	0	2%	-2%
COc1ccc(NC(=O)Nc2nnc(CC(=O)NCc3ccccc3)s2)cc1	-8%	-1	-3	3	0.4%	1	-4	2%	-1%
COc1cccc(C2=NOC(C(=O)Nc3ccc4c(c3)OCO4)C2)c1OC (centres undefined)	-2%	-3	7	7	-0.9%	-25	-20	-17%	-1%
CC(C)C(=O)Nc1ccc(C(=O)NNC(=O)c2cccs2)cc1	-1%	-5	·	1	-1.3%	7	2	-13%	2%
COc1cc(C)c(S(=O)(=O)n2nnc3ccccc32)cc1C	0%	1	21	2	-2.3%	·	1	1%	-4%
Cc1c(C(C)C)c(=O)n(-c2ccc(S(=O)(=O)NC(C)C)cc2)n1C	4%	-2	-9	15	-1.6%	-4	4	-11%	0%
Cc1ccc(N2C(=O)CC(NCC3CCCO3)C2=O)cc1 (centres undefined)	4%	1	-1	0	-0.6%	-1	4	-9%	3%
CC(=O)n1cc(/C=N/NC(=O)c2ccc(Cl)cc2)c2ccccc21	-9%	-4	5	1	-4.4%	-18	0	4%	8%
COC(=O)c1cc(OC)c(OC)cc1NC(=O)CSc1nnnn1Cc1ccccc1	-6%	4	10	2	-1.4%	-8	7	-13%	-1%
CC1CCCCC1NC(=O)CCS(=O)(=O)c1cccc2nonc12 (centres undefined)	-4%	6	-3	6	4.2%	-3	-7	-5%	-3%
O=C(CSc1nccc(-c2cccs2)n1)Nc1ccc(F)c(Cl)c1	-1%	-7	2	2	-0.6%	-17	-39*	0%	-3%
CC(C)c1ccc(OC(=O)c2cc(-c3ccccc3)on2)cc1	-3%	-1	2	18	6.8%	-1	-23	1%	1%
